Screens deposited in PubChem by several laboratories.
Rac1 GTP hydrolysis: MgcRacGAP GTPase-activating activity inhibitors, confirmation, biochemical, ADP Hunter fluorescence. Rac GTPase-activating protein 1 (Homo sapiens). MgcRacGAP-stimulated Rac1 GTP hydrolysis, ADP Hunter fluorescence; higher % means a stronger effect; GST-tagged Rac1 F28L mutant substrate. inhibition, % at 30 µM, or IC50 in µM where a hit was titrated. 340,000 compounds, 0.6% hits. AID 624330, 2012;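 active = first-screen hits whose inhibition reached a set limit at any dose in the follow-up dose series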;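 note: fluorescence reports GDP produced by GAP-driven GTP hydrolysis; strong numbers were not always called active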
NS5 inhibitors: Dengue-2 NS5 methyltransferase inhibitors, primary screen, biochemical, confirmation dose response (AID 588689). 340,000 compounds, 0.3% hits. Dengue-2 NS5 methyltransferase capping enzyme assay, biochemical; higher % means a stronger effect. Genome polyprotein (Dengue virus type 2 (strain 16681-PDK53)). one-dose inhibition, % at 25 µM; IC50 in µM for titrated hits; in the data active = a potency from the dose series
GPR55 antagonists: GPR55 antagonists blocking LPI-driven arrestin recruitment, primary screen, imaging, U2OS, beta-arrestin-GFP, LPI agonist (AID 2013); G-protein coupled receptor 55 (Homo sapiens); U2OS GPR55 beta-arrestin-GFP translocation imaging, LPI antagonism; higher % means a stronger effect; inhibition, % at 10 µM; hits with a dose series show IC50 in µM; 290,000 compounds, 0.13% hits;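 active = spots per cell inhibited over 60%, with over 100 cells counted and total cytoplasm intensity under 500,000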;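 note: U2OS cells stably carrying GPR55 and arrestin-GFP stimulated by 5 µM LPI near EC80; imaged beta-arrestin-GFP aggregate spots per cell after agonist stimulation; plate controls were LPI-stimulated DMSO wells for no effect and DMSO wells without LPI for full effect; some results filed as inactive read as strong as hits; confirmed hits need IC50 under 10 µM and bright autofluorescent wells are also inconclusive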
SV40 large T antigen: SV40 large T antigen inhibitors, biochemical (AID 1903); SV40 large T antigen ATPase/helicase inhibition assay; higher % means a stronger effect; 310,000 compounds, 0.39% hits; inhibition, % at 20 µM; hits with a dose series show IC50 in µM; in the data active = a potency from the dose series; note: strong numbers were not always called active
NTR1 ag: agonists of NTR1, primary screen, imaging, U2OS cells, beta-arrestin-GFP, high content (AID 493036); Neurotensin receptor type 1 (Homo sapiens), P30989; NTR1-U2OS beta-arrestin-GFP spot imaging, agonist mode; activation, % at 20 µM; 330,000 compounds, 0.17% hits;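 active = activation at or above 40% of the spot to cytoplasm intensity ratio, with at least 20 cells analyzed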;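 note: 0% = DMSO without peptide and 100% = 100 nM NTR1 peptide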
Target sequence (P30989 whole entry, looked up): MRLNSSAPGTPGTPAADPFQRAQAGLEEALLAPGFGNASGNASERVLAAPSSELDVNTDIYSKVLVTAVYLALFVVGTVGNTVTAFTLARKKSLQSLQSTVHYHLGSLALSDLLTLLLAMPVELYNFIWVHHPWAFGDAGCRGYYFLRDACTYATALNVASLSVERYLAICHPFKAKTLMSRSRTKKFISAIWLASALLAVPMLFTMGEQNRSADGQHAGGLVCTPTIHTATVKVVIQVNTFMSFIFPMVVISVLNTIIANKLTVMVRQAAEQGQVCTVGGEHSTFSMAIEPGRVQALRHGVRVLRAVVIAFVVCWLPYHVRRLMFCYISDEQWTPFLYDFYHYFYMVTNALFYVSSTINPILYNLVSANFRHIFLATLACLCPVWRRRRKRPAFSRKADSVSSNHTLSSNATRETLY
AID2073: inhibitors of Mint1-CaV2.2 protein interaction, biochemical, HTRF (AID 2073); Voltage-dependent N-type calcium channel subunit alpha-1B (Homo sapiens); HTRF protein-protein interaction, Mint1-CaV2.2; higher % means a stronger effect; one-dose inhibition, % at 20 µM; IC50 in µM for titrated hits; 290,000 compounds, 0.19% hits; in the data active = inhibition mostly above about 51%, no sharp cut-off; note: some results filed as inactive read as strong as hits
GPR35 arrestin U2OS: GPR35 antagonists blocking zaprinast-driven arrestin recruitment, primary screen, imaging, U2OS, beta-arrestin-GFP, zaprinast agonist (AID 2058); 290,000 compounds, 0.052% hits; U2OS GPR35 beta-arrestin-GFP translocation imaging, zaprinast antagonism; higher % means a stronger effect; inhibition, % at 10 µM, or IC50 in µM where a hit was titrated;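 active = inhibition of at least 50% with at least 30 cells and total cytoplasm GFP at most 10,000,000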
Yfh1-depleted yeast: enhancers of respiration in Yfh1-depleted yeast, dose response, Friedreich's ataxia, plus single-dose screen (AID 1465) | S. cerevisiae Yfh1-off respiration, WST-1 reduction, 72 h; higher fold induction means a stronger effect | one-dose fold induction at 50 µM; EC50 in µM for titrated hits | 220,000 compounds, 0.074% hits;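 active = fold induction of absorbance versus untreated yeast above a set limit, then at least 30% activation at any dose in follow-up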;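 note: activators that raise dye reduction in frataxin-depleted yeast; strong numbers were not always called active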
GPR55 beta-arrestin: GPR55 agonists via beta-arrestin recruitment, primary screen, imaging, U2OS cells, beta-arrestin-GFP redistribution (AID 1961); 290,000 compounds, 0.048% hits; activation, % at 10 µM; hits with a dose series show EC50 in µM; U2OS GPR55 beta-arrestin-GFP redistribution imaging; higher % means a stronger effect;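 active = activation above 40% with more than 50 cells counted in the well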;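 note: U2OS osteosarcoma cells stably expressing GPR55 and beta-arrestin-GFP; plate controls were DMSO negative control for no effect and LPI positive control for full effect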
NTR1 ag cell count 20 µM: second read-out of NTR1 ag, no call of its own (marks repeat the call); cell count; measured here: cell count, cytotoxicity flag
Numbers without * were called inactive. No enrichment for hits; 1.7% or so of the library scored in one or more.

Results for C=C1CCC[C@]2(C)C[C@H]3OC(=O)C(CN[C@@H](C)c4ccccc4)[C@H]3CC12 (stereo partly specified) ?
Rac1 GTP hydrolysis: 4%; NS5 inhibitors: -1%; GPR55 antagonists: 8%; SV40 large T antigen: 1%; AID2073: 1%; GPR35 arrestin U2OS: 2%; GPR55 beta-arrestin: 0.2%

What do the screens show for `Cn1c(=O)c([N+](=O)[O-])c(NCC2CCCO2)c2ccccc21` (stereo unspecified)?
Rac1 GTP hydrolysis: 7%; NS5 inhibitors: 13%; GPR55 antagonists: -5%; SV40 large T antigen: 7%; NTR1 ag: 0.0; AID2073: -17%; GPR35 arrestin U2OS: 8%; Yfh1-depleted yeast: inactive; GPR55 beta-arrestin: -0.1%; NTR1 ag cell count 20 µM: 58

What do the screens show for `COc1cccc(CN(C)C(=O)CCNC(=O)c2ccc(Br)cc2)c1`?
Rac1 GTP hydrolysis: 6%; NS5 inhibitors: -3%; GPR55 antagonists: 11%; SV40 large T antigen: 4%; NTR1 ag: 2.6; AID2073: -5%; GPR35 arrestin U2OS: -8%; GPR55 beta-arrestin: 0.0%; NTR1 ag cell count 20 µM: 41

What do the screens show for `CCn1c(SCC(=O)c2cc(OC)ccc2OC)nnc1C(C)C`?
Rac1 GTP hydrolysis: 9%; NS5 inhibitors: -4%; GPR55 antagonists: 13%; SV40 large T antigen: 4%; NTR1 ag: 0.4; AID2073: -8%; GPR35 arrestin U2OS: 4%; Yfh1-depleted yeast: inactive; GPR55 beta-arrestin: -1.0%; NTR1 ag cell count 20 µM: 65

How did Cc1ccc(C(C)NC(=O)C2CCCO2)cc1C (stereo unspecified) do in these assays?
Rac1 GTP hydrolysis: 0%; NS5 inhibitors: -3%; GPR55 antagonists: -13%; SV40 large T antigen: 0%; NTR1 ag: -0.6; AID2073: -6%; GPR35 arrestin U2OS: 20%; Yfh1-depleted yeast: inactive; GPR55 beta-arrestin: 0.6%; NTR1 ag cell count 20 µM: 78

How did CCOC(=O)Cc1csc(NS(=O)(=O)c2ccc(NC(C)=O)cc2)n1 do in these assays?
Rac1 GTP hydrolysis: 8%; NS5 inhibitors: -1%; GPR55 antagonists: -10%; SV40 large T antigen: 11%; NTR1 ag: 0.7; AID2073: 2%; GPR35 arrestin U2OS: -16%; GPR55 beta-arrestin: -0.2%; NTR1 ag cell count 20 µM: 48

What do the screens show for `CCc1ccc(/C(C)=N\Nc2ccc([N+](=O)[O-])cc2)cc1`?
Rac1 GTP hydrolysis: 9%; NS5 inhibitors: -44%; GPR55 antagonists: -14%; SV40 large T antigen: -3%; NTR1 ag: -0.7; AID2073: 5%; GPR35 arrestin U2OS: 5%; Yfh1-depleted yeast: inactive; GPR55 beta-arrestin: -0.1%; NTR1 ag cell count 20 µM: 69

How did COCCN1CN(S(=O)(=O)c2cccc(Cl)c2)c2nc3ccccc3nc21 do in these assays?
Rac1 GTP hydrolysis: 3%; NS5 inhibitors: 3%; GPR55 antagonists: 4%; SV40 large T antigen: 29%; NTR1 ag: 2.3; AID2073: 4%; GPR35 arrestin U2OS: 10%; GPR55 beta-arrestin: -0.2%; NTR1 ag cell count 20 µM: 75

Results for COc1cccc(C(=O)Nc2c3c(nn2-c2cccc(C)c2C)CS(=O)(=O)C3)c1OC ?
Rac1 GTP hydrolysis: 0%; NS5 inhibitors: -6%; GPR55 antagonists: -15%; SV40 large T antigen: 10%; NTR1 ag: -0.5; AID2073: 12%; GPR35 arrestin U2OS: -11%; Yfh1-depleted yeast: inactive; GPR55 beta-arrestin: 0.5%; NTR1 ag cell count 20 µM: 36

Results for CC1CN(C(=O)COC(=O)c2cccs2)CC(C)O1 (stereo unspecified) ?
Rac1 GTP hydrolysis: 8%; NS5 inhibitors: 2%; GPR55 antagonists: 8%; SV40 large T antigen: 4%; NTR1 ag: 0.5; AID2073: 6%; GPR35 arrestin U2OS: -19%; GPR55 beta-arrestin: 0.6%; NTR1 ag cell count 20 µM: 47

What do the screens show for `CCc1nnc(NC(=O)C2CCCN2C(=O)NC2CCCCC2)s1` (stereo unspecified)?
Rac1 GTP hydrolysis: 5%; NS5 inhibitors: -3%; GPR55 antagonists: 20%; SV40 large T antigen: -1%; NTR1 ag: -2.5; AID2073: -4%; GPR35 arrestin U2OS: -6%; Yfh1-depleted yeast: inactive; GPR55 beta-arrestin: -0.2%; NTR1 ag cell count 20 µM: 91

Results for Cn1c(=O)c(=O)n(C)c2cc(S(=O)(=O)NCCN3CCN(c4ccccc4F)CC3)ccc21 ?
Rac1 GTP hydrolysis: 10%; NS5 inhibitors: 0%; GPR55 antagonists: 18%; SV40 large T antigen: 0%; NTR1 ag: -0.6; AID2073: 12%; GPR35 arrestin U2OS: -2%; Yfh1-depleted yeast: inactive; GPR55 beta-arrestin: 1.1%; NTR1 ag cell count 20 µM: 47

Results for CCN(CC)S(=O)(=O)c1cc(C(=O)OCC(=O)Nc2c(F)cccc2F)ccc1F ?
Rac1 GTP hydrolysis: 8%; NS5 inhibitors: -4%; GPR55 antagonists: 14%; SV40 large T antigen: 8%; NTR1 ag: 1.7; AID2073: -2%; GPR35 arrestin U2OS: -8%; Yfh1-depleted yeast: inactive; GPR55 beta-arrestin: 0.2%; NTR1 ag cell count 20 µM: 58

What do the screens show for `Cn1c(C(=O)N2CCN(c3ccc([N+](=O)[O-])cc3)CC2)cc2c(=O)[nH]c3ccccc3c21`?
Rac1 GTP hydrolysis: -2%; NS5 inhibitors: -2%; GPR55 antagonists: 5%; SV40 large T antigen: 25%; AID2073: 15%; GPR35 arrestin U2OS: 23%; Yfh1-depleted yeast: inactive; GPR55 beta-arrestin: -0.5%

What do the screens show for `CC(C)(Oc1ccc(Cl)cc1)C(=O)N1CCN(C(=O)c2ccco2)CC1`?
Rac1 GTP hydrolysis: 3%; NS5 inhibitors: -5%; GPR55 antagonists: -11%; SV40 large T antigen: 9%; NTR1 ag: -1.9; AID2073: 10%; GPR35 arrestin U2OS: -15%; GPR55 beta-arrestin: -0.2%; NTR1 ag cell count 20 µM: 51

How did C=CCn1c(CSCc2ccc(Cl)cc2)nnc1SCC(=O)NCc1ccccc1 do in these assays?
Rac1 GTP hydrolysis: 10%; NS5 inhibitors: -1%; GPR55 antagonists: 10%; SV40 large T antigen: 15%; NTR1 ag: 5.2; AID2073: -10%; GPR35 arrestin U2OS: -7%; Yfh1-depleted yeast: inactive; GPR55 beta-arrestin: 0.5%; NTR1 ag cell count 20 µM: 49

What do the screens show for `CSCCC(NC(=O)OCc1ccccc1)C(=O)O` (stereo unspecified)?
Rac1 GTP hydrolysis: 6%; NS5 inhibitors: 2%; GPR55 antagonists: 16%; SV40 large T antigen: -33%; NTR1 ag: -1.1; AID2073: -3%; GPR35 arrestin U2OS: -2%; Yfh1-depleted yeast: inactive; GPR55 beta-arrestin: -0.2%; NTR1 ag cell count 20 µM: 66

What do the screens show for `COc1ccc(NC(=O)CCNS(=O)(=O)c2cc(Br)cnc2N)c(OC)c1`?
Rac1 GTP hydrolysis: 11%; NS5 inhibitors: -4%; GPR55 antagonists: 12%; SV40 large T antigen: 16%; NTR1 ag: -1.0; AID2073: 6%; GPR35 arrestin U2OS: -4%; GPR55 beta-arrestin: 0.2%; NTR1 ag cell count 20 µM: 65

How did Cc1ccc(-c2nc(NC(=O)CSc3nnc4scc(-c5ccccc5)n34)ns2)cc1 do in these assays?
Rac1 GTP hydrolysis: 1%; NS5 inhibitors: -6%; GPR55 antagonists: 9%; NTR1 ag: 9.6; AID2073: 12%; GPR35 arrestin U2OS: 1%; Yfh1-depleted yeast: inactive; GPR55 beta-arrestin: -0.1%; NTR1 ag cell count 20 µM: 47

What do the screens show for `Cc1cc(C)n(CCC(=O)N/N=C/c2c(O)ccc3ccccc23)n1`?
Rac1 GTP hydrolysis: 5%; NS5 inhibitors: 9%; GPR55 antagonists: -2%; SV40 large T antigen: 9%; NTR1 ag: 2.8; AID2073: -5%; GPR35 arrestin U2OS: -3%; Yfh1-depleted yeast: inactive; GPR55 beta-arrestin: -0.1%; NTR1 ag cell count 20 µM: 63

Results for Cc1cc(C)cc(NC(=O)c2ccc(CSc3nnc(C)s3)cc2)c1 ?
Rac1 GTP hydrolysis: 15%; NS5 inhibitors: 5%; GPR55 antagonists: -2%; SV40 large T antigen: 5%; NTR1 ag: -0.4; AID2073: 2%; GPR35 arrestin U2OS: 14%; Yfh1-depleted yeast: inactive; GPR55 beta-arrestin: 0.2%; NTR1 ag cell count 20 µM: 49

How did Cc1ccc(-n2nc3c(=O)n(CC(=O)NCCc4ccco4)nc(C)c3c2C)cc1 do in these assays?
Rac1 GTP hydrolysis: -33%; NS5 inhibitors: -4%; GPR55 antagonists: 6%; SV40 large T antigen: 6%; NTR1 ag: 0.3; AID2073: -7%; GPR35 arrestin U2OS: 8%; GPR55 beta-arrestin: -0.1%; NTR1 ag cell count 20 µM: 77

What do the screens show for `O=C(NCc1ccccn1)c1cccc(S(=O)(=O)NCc2ccccc2)c1`?
Rac1 GTP hydrolysis: -3%; NS5 inhibitors: 6%; SV40 large T antigen: 7%; NTR1 ag: -1.8; NTR1 ag cell count 20 µM: 52

What do the screens show for `N#CCSCC(=O)Nc1ccc(Br)cc1`?
Rac1 GTP hydrolysis: 1%; NS5 inhibitors: 0%; GPR55 antagonists: -5%; SV40 large T antigen: 5%; NTR1 ag: -1.3; AID2073: 48%; GPR35 arrestin U2OS: -9%; Yfh1-depleted yeast: inactive; GPR55 beta-arrestin: -0.1%; NTR1 ag cell count 20 µM: 83

What do the screens show for `CC(Sc1nc(-c2ccccc2)cc(C(F)(F)F)n1)C(=O)Nc1sc2c(c1C#N)CCC2` (stereo unspecified)?
Rac1 GTP hydrolysis: 8%; NS5 inhibitors: -5%; SV40 large T antigen: 9%; NTR1 ag: 2.2; AID2073: -18%; GPR35 arrestin U2OS: -1%; Yfh1-depleted yeast: inactive; GPR55 beta-arrestin: 0.3%; NTR1 ag cell count 20 µM: 85
